# Screens (PubChem BioAssay)
# MEKK2 mut-MEK5 – signal of MEK5 binding to mutant human MEKK2 PB1 domain; percent response, % at 10 µM; bead flow cytometry, Alexa488-MEK5 binding to MEKK2 mutant; hit rate 0.35% among 290,000; in the data active = percent response above about 24%, passing the limit was not always enough; note: inactives centre near 1; some results filed as inactive read as strong as hits
# OXTR potentiate – potentiators of human oxytocin receptor. P30559. CHO-OTR cells, Fluo-8 calcium fluorescence, potentiator mode; 0% = oxytocin EC15, 100% = EC100. activation, % at 3 µM. hit rate 0.061% among 320,000. AID 2445;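 active = activation above that plate's cutoff, the mean activation of tested compounds plus 3 SD, cut at about 6.6% in these data, passing the limit was not always enough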;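 note: 100% uses oxytocin at 75 nM as the full agonist control; some results filed as inactive read as strong as hits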
# Target sequence (P30559 whole entry, looked up): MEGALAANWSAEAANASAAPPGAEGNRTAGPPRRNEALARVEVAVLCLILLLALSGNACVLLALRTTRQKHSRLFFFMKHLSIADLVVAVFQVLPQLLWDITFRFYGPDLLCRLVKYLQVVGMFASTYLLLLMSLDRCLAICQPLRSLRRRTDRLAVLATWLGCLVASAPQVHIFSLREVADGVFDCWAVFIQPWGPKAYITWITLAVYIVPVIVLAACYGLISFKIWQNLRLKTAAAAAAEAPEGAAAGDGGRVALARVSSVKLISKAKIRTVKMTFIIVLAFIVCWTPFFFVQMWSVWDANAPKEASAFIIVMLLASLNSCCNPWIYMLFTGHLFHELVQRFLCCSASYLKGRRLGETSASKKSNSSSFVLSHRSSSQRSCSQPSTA
#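 assay system = CHO-OTR cells, human receptor | schedule = compound 6 min at room temperature before oxytocin, 100 s read | detection = Fluo-8 intracellular calcium fluorescence, ex 470-495, em 515-575 nm | evaluation = normalized max/min fluorescence ratio, % activation | control set = EC15 oxytocin alone as 0%, 75 nM oxytocin (EC100) as 100%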
# OXTR ag – activates the human oxytocin receptor | CHO-OTR cells, Fluo-8 calcium fluorescence; normalized: DMSO 0%, oxytocin 100% | AID 2435 | activation, % at 3 µM | hit rate 0.32% among 320,000;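 active = activation above the mean of all tested compounds plus 3 SD, cutoff set per screening run, cut at about 20% in these data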;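 note: peak over basal fluorescence ratio from a 100 s FLIPR kinetic read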
# GalR3 antag – antagonists of human GalR3; HEK293 GalR3-CNG cAMP membrane potential fluorescence; galR3 body fused to GalR1 C-terminus; inhibition, % at 3 µM; O60755; hit rate 0.44% among 360,000;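 active = inhibition above the screen-wide average plus 3 SD, cut at about 13% in these data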;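 note: forskolin and galanin both at EC90 stimulate the cells; cAMP rise reported by CNG channel membrane potential dye signal; 0% = forskolin plus galanin with DMSO and 100% = forskolin alone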
# PfM18AAP inh – PfM18AAP enzyme inhibition; recombinant PfM18AAP, H-Glu-NHMec fluorogenic cleavage; inhibition, % at 7.35 µM; hit rate 1.2% among 290,000; AID 1822;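 active = inhibition above the campaign mean inhibition over all tested compounds plus 3 SD, cut at about 28% in these data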;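 note: 0% = plate median of test compound wells and 100% = 2 mM ZnCl2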
# GPR7 antag – antagonists of human GPR7 (neuropeptides B/W receptor 1); P48145; GPR7-expressing cells, fluorescence antagonist assay; inhibition, % at 4.4 µM; hit rate 1.1% among 290,000; AID 1861; in the data active = inhibition above about 16%, passing the limit was not always enough;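 note: cells stimulated with the agonist NPW; 0% = agonist with vehicle and 100% = vehicle without agonist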
# NALP1 yeast inh – blocks the NALP1 inflammasome reconstituted in yeast. S. cerevisiae NALP1/ASC/caspase-1 growth, X-gal OD620, 72 h. inhibition, % at 10 µM. hit rate 0.61% among 280,000; in the data active = inhibition mostly above about 24%, no sharp cut-off; inactive = mostly below about 32%; note: some compounds called inactive have numbers as strong as hits
# MEKK2wt PB1 HTS – raises or lowers MEK5 binding to wildtype human MEKK2 PB1 domain | Q9Y2U5 | bead flow cytometry, Alexa488-MEK5 binding to MEKK2 WT; actives lie on both sides | binding response (% of control), % at 10 µM | hit rate 1.1% among 290,000; in the data active = binding response below about 67% or above about 130%
# V1R ag counter – activates human V1a receptor in oxytocin agonist counter-screen | P37288 | CHO-V1R cells, Fluo-8 calcium fluorescence, agonist mode; 0% DMSO, 100% 3 nM vasopressin | activation, % at 3 µM | hit rate 0.25% among 320,000;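 active = activation above the mean activation of all tested compounds plus 3 SD, per screening run, cut at about 20% in these data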;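 note: signal is peak over basal fluorescence ratio across a 100 second FLIPR read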
# Target sequence (P37288 whole entry, looked up): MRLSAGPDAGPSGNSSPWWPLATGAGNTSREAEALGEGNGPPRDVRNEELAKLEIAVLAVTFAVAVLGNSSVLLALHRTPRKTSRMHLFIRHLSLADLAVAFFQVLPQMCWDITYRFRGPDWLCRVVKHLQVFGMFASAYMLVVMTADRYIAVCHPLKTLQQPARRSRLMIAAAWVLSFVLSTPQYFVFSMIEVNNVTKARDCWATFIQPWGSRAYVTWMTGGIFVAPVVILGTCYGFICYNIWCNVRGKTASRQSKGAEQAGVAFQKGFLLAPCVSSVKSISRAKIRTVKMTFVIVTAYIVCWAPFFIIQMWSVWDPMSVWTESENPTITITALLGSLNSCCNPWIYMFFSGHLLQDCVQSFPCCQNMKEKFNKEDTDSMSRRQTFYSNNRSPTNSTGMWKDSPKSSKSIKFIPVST
# * = called active by the depositor; . = no result given.
Compound | V1R ag counter | PfM18AAP inh | OXTR potentiate | GalR3 antag | NALP1 yeast inh | GPR7 antag | MEKK2 mut-MEK5 | OXTR ag | MEKK2wt PB1 HTS
Cc1ccc(C(=O)c2cc([N+](=O)[O-])ccc2N2CC(C)OC(C)C2)cc1 (configuration not stated) | -0.1 | 4 | 2 | -3 | 29 | -3 | 3 | -0.5 | 104
COc1ccccc1CNC(=O)CC(NS(=O)(=O)c1ccc(C)cc1)c1ccco1 (configuration not stated) | 0.8 | 1 | -15 | 0 | 34 | -6 | -2 | -0.6 | 103
CCCN(CC(=O)Nc1ccc(Cl)cc1Cl)C(=O)c1ccc(=O)[nH]c1 | -0.6 | 2 | -9 | -3 | 4 | -6 | 4 | -0.3 | 108
CC(C)(C)c1ccc(NC(=O)c2ccccc2)c([N+](=O)[O-])c1 | 0.1 | -12 | 4 | -4 | 0 | -14 | -11 | 0.0 | 86
CCc1ccc(-c2nc(SCC(=O)NC3CCS(=O)(=O)C3)n[nH]2)cc1 (configuration not stated) | 1.1 | . | -5 | -3 | . | . | . | -1.3 | .
CC(=O)/C=C\c1ccccc1OC(=O)c1cc2ccccc2oc1=O | 0.8 | 6 | 4 | -5 | -8 | -2 | 2 | -0.5 | 100
Cc1cc(C)c(NC(=O)COC(=O)c2c(C)noc2C)c(Cl)c1 | 0.2 | . | -10 | -3 | . | . | . | -0.4 | .
Cc1cc(=O)[nH]c(SCC(=O)Nc2ccccc2C#N)c1C#N | -0.4 | 38* | 6 | -5 | -5 | 4 | -6 | 0.1 | 93
CC1(C)CC[C@]2(C(=O)O)CC[C@]3(CO)C(=CCC4[C@@]5(C)C[C@H](O)[C@H](O)[C@@](C)(C(=O)O)C5CC[C@]43C)[C@@H]2C1 (some centres not stated) | 0.5 | . | -2 | -9 | . | . | . | 2.0 | .
O=[N+]([O-])c1cccc(/C=N\N2CCN(Cc3ccccc3Cl)CC2)c1 | -0.3 | -1 | -15 | -6 | 0 | -6 | 4 | -1.2 | 103

# Reprinted at random: two compounds from above
Compound | V1R ag counter | PfM18AAP inh | OXTR potentiate | GalR3 antag | NALP1 yeast inh | GPR7 antag | MEKK2 mut-MEK5 | OXTR ag | MEKK2wt PB1 HTS
CCc1ccc(-c2nc(SCC(=O)NC3CCS(=O)(=O)C3)n[nH]2)cc1 (configuration not stated) | 1.1 | . | -5 | -3 | . | . | . | -1.3 | .
Cc1cc(=O)[nH]c(SCC(=O)Nc2ccccc2C#N)c1C#N | -0.4 | 38* | 6 | -5 | -5 | 4 | -6 | 0.1 | 93

# Other compounds:
Compound | V1R ag counter | PfM18AAP inh | OXTR potentiate | GalR3 antag | NALP1 yeast inh | GPR7 antag | MEKK2 mut-MEK5 | OXTR ag | MEKK2wt PB1 HTS
Cc1cc(C)cc(NC(=O)C2CCCN2/C=C/C(=O)C(F)(F)F)c1 (configuration not stated) | 0.0 | 8 | 0 | -2 | 16 | 4 | 3 | -1.9 | 105
COc1cccc(NC(=S)NCc2ccncc2)c1 | 0.8 | 7 | -10 | -4 | 24 | 1 | 0 | 1.4 | 104
O=c1nc(SCc2cccc(C(F)(F)F)c2)nc2ccccn12 | 1.3 | 2 | -20 | 7 | 13 | -16 | 0 | -0.5 | 103
NC(=O)CC(NC(=O)c1cccc(Br)c1)c1ccc(NCC2CC2)c([N+](=O)[O-])c1 (configuration not stated) | 0.5 | 4 | -5 | -1 | 15 | -3 | -7 | -0.8 | 91
Cc1ccccc1CC(=O)NC1CCN(Cc2ccccc2)CC1 | 0.9 | -15 | 5 | -4 | 5 | -9 | 8 | 1.5 | 108
CCCCn1c(-c2cccc(F)c2)nc2c1c(=O)[nH]c(=O)n2CC(C)C | 0.1 | -13 | -7 | -5 | -2 | -5 | -10 | 0.2 | 85
COc1ccc(NC(=O)CSCc2ccccc2C)cc1 | -0.7 | -1 | 2 | 2 | 39 | -2 | -2 | -0.9 | 92
COc1ccccc1C(=O)NCCCn1cc(Br)c(C)n1 | 0.0 | -8 | -2 | . | -2 | -7 | 14 | 0.0 | 138*
O=C(NC(=S)Nc1ccc2[nH]c(=O)[nH]c2c1)c1ccccc1[N+](=O)[O-] | 0.6 | 17 | 1 | -1 | 16 | -14 | 0 | -0.1 | 96
CC1CN(C(=O)COC(=O)COc2ccc(C#N)cc2)CC(C)O1 (configuration not stated) | 1.2 | . | -1 | -4 | . | . | . | 0.7 | .
CCOC(=O)C1=C(C)NC(SCC(N)=O)=C(C#N)C1c1cccs1 (configuration not stated) | 0.4 | -2 | -6 | -5 | 13 | -12 | 0 | -0.7 | 101
CCn1c(SCC(=O)c2ccc3c(c2)Cc2ccccc2-3)nnc1-c1ccc(N)cc1 | 0.1 | 13 | -10 | -7 | 11 | -7 | 5 | 1.0 | 105
C=C(C(=O)O)C1CCC2(C)CCCC(C)(O)C2C1 (configuration not stated) | 0.7 | . | -1 | -6 | -4 | . | 4 | 0.1 | 105
Cc1cc(C)n(C(=O)CNC(=O)c2cccc(F)c2)n1 | . | -1 | . | -6 | 13 | 6 | -4 | . | 93
O=C(O)C1CC(=O)N(c2ccc(Br)cc2)C1 (configuration not stated) | 0.5 | -2 | -10 | -3 | 0 | -5 | -4 | -0.6 | 95
CC1=C(C(=O)OCCNC(=O)c2cccnc2)C(c2cccc([N+](=O)[O-])c2)C(C(=O)OCCN(C)C)=C(C)N1 (configuration not stated) | 0.0 | 7 | -3 | -1 | 25 | -8 | 2 | 1.4 | 95
COc1cc(OC)cc(OC(=O)c2cccc(S(=O)(=O)N3CCN(C)CC3)c2)c1 | 0.9 | . | -3 | -5 | . | . | . | 2.6 | .
O=C(CN1CCN(CC(=O)Nc2cccc(F)c2)CC1)Nc1ccc(-c2ccccc2)cc1 | 2.3 | 1 | -6 | -10 | -3 | 12 | -1 | 1.4 | 106
CSc1cccc(CN2CCC(Oc3cccc(C(=O)N4CCCC4)c3)CC2)c1 | 2.8 | -1 | -5 | -5 | 27 | 3 | -1 | 1.3 | 106
CC1CC(=O)c2cnc(NCc3ccco3)nc2C1 (configuration not stated) | 0.3 | -8 | -9 | 7 | 14 | 0 | 6 | -0.7 | 113

# Reprinted from the part before: five entries, followed by the next part.
Compound | V1R ag counter | PfM18AAP inh | OXTR potentiate | GalR3 antag | NALP1 yeast inh | GPR7 antag | MEKK2 mut-MEK5 | OXTR ag | MEKK2wt PB1 HTS
CC1=C(C(=O)OCCNC(=O)c2cccnc2)C(c2cccc([N+](=O)[O-])c2)C(C(=O)OCCN(C)C)=C(C)N1 (configuration not stated) | 0.0 | 7 | -3 | -1 | 25 | -8 | 2 | 1.4 | 95
COc1cc(OC)cc(OC(=O)c2cccc(S(=O)(=O)N3CCN(C)CC3)c2)c1 | 0.9 | . | -3 | -5 | . | . | . | 2.6 | .
O=C(CN1CCN(CC(=O)Nc2cccc(F)c2)CC1)Nc1ccc(-c2ccccc2)cc1 | 2.3 | 1 | -6 | -10 | -3 | 12 | -1 | 1.4 | 106
CSc1cccc(CN2CCC(Oc3cccc(C(=O)N4CCCC4)c3)CC2)c1 | 2.8 | -1 | -5 | -5 | 27 | 3 | -1 | 1.3 | 106
CC1CC(=O)c2cnc(NCc3ccco3)nc2C1 (configuration not stated) | 0.3 | -8 | -9 | 7 | 14 | 0 | 6 | -0.7 | 113
CCOC(=O)N1CCN(C(=O)CSc2nc(=O)n3cccc(C)c3n2)CC1 | -0.3 | . | 1 | 1 | . | . | . | -0.1 | .
CCOC(=O)Cc1csc(NC(=O)COc2ccc(N(C)S(=O)(=O)c3ccc(C)cc3)cc2)n1 | 5.5 | -12 | -25 | 1 | -2 | 32* | 9 | 4.9 | 116
Cc1csc(NC(=O)c2ccc(S(=O)(=O)N3CCN(C)CC3)cc2)n1 | 1.8 | 0 | -6 | -8 | 4 | -13 | 1 | 1.4 | 99
CC(=O)N(Cc1ccccc1)Cc1nc2sc(C)c(C)c2c(=O)[nH]1 | 9.1 | 6 | -3 | -6 | 16 | -5 | -9 | 1.5 | 89
O=C(COc1ccc(S(=O)(=O)N2CCCCC2)cc1)N1CCCCCC1 | 2.5 | -3 | -8 | 1 | 23 | -9 | 18 | 1.4 | 119
CCN1CCN(CCCN(Cc2ccco2)C(=S)Nc2cccc(Cl)c2C)CC1 | 1.1 | 5 | -3 | 4 | 6 | 7 | -5 | -0.3 | 98
COC(=O)C1=C(C)N(CCc2ccccc2)C(=O)/C1=C\c1ccco1 | -1.4 | 0 | -8 | -1 | 0 | -4 | -2 | -4.0 | 96
Cc1ccc(S(=O)(=O)N2CCCC(C(=O)Nc3ccc(C(=O)O)cc3)C2)cc1Cl (configuration not stated) | 1.3 | 0 | -8 | -4 | -8 | -11 | -13 | -0.1 | 84
CCn1cc(S(=O)(=O)NCCc2ccc(F)cc2)cn1 | -0.7 | -7 | -2 | -2 | 4 | -2 | 3 | 0.0 | 105
CCOC(=O)C1C(=O)Nc2nc3ccccc3n2C1C(C)C (configuration not stated) | 6.0 | -6 | -3 | -1 | -3 | 6 | 8 | 0.2 | 106
N#CCCn1cc(C=C(C#N)C#N)c(-c2ccc(Cl)cc2)n1 | 0.0 | 7 | -11 | -3 | 8 | 32* | -13 | 0.9 | 83
Cc1ccc(C=Nc2ccccc2C(=O)Nc2ccccc2)cc1 | -2.1 | 2 | 0 | -3 | 34 | -10 | -2 | -2.9 | 103
CCCN(CC(=O)Nc1ccccc1C)C(=O)C1CCN(c2ncnc3sc(C)c(C)c23)CC1 | -1.5 | . | -11 | -1 | . | . | . | -1.9 | .
COc1ccc(CN2CC(=O)N3[C@H]4c5ccccc5OC[C@@H]4[C@H](c4ccccc4)[C@]3(C)C2=O)cc1 | -0.4 | . | -5 | -4 | . | . | . | 1.4 | .
CCOC(=O)c1ccc(NC(=O)c2ccc(OC(C)C)c(OC)c2)cc1 | -1.4 | 4 | 2 | -3 | -24 | 1 | 1 | -1.8 | 106
